Screening results: PubChem BioAssay, The Scripps Research Institute Molecular Screening Center
Tn7 DDE FP = inhibitors of Tn7 peptide binding to fibrin DD(E), primary screen, biochemical, fluorescence polarization, human fibrin, Tn7 probe; FP displacement of FITC-Tn7 peptide from fibrin DD(E); 0% = median of compound wells per plate; inhibition, % at 8.3 µM; Fibrinogen beta chain (Homo sapiens), P02675; 370,000 compounds, 0.13% hits;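 active means inhibition above the mean of compounds falling within the control limits plus 3 SD of them, cut at about 14% in these data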;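 further: 0% = plate median of compound wells and 100% = 10 µM Aha-Tn7 peptide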
Target sequence (P02675 whole entry, looked up): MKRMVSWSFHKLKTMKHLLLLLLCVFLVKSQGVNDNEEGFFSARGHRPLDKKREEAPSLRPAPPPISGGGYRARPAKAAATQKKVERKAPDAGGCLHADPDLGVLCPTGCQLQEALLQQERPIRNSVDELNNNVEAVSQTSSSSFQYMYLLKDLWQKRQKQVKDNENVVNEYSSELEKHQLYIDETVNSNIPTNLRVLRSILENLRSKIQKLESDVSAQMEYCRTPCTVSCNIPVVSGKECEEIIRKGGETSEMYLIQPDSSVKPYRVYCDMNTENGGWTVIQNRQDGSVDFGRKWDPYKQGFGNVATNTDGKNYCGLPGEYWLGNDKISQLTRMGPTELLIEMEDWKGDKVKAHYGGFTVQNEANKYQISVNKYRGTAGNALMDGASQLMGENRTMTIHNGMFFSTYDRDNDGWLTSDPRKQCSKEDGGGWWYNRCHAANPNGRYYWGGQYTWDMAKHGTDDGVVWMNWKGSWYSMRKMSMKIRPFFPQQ
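Assay system: Fibrin-DD(E) protein isolated from polymerized human fibrin clots; read-out basis: percent inhibition; medium: Tris/NaCl/CaCl2 buffer, pH 7.8; signal: FP measurement; incubation: 10 min plus 3 h, room temperature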
MBD2 DNA inh = inhibitors of MBD2 binding to methylated DNA, primary screen, biochemical, TR-FRET, DNA-binding domain, human; 370,000 compounds, 0.31% hits; Methyl-CpG-binding domain protein 2 (Homo sapiens), Q9UBB5; MBD2 binding to methylated oligonucleotide; inhibition, % at 4.4 µM; AID 686964, 2013; in the data active means inhibition above about 13%
SIAE inh = human SIAE inhibitors, primary screen, biochemical, fluorescence polarization, FP-Rh probe, 1536-well HTS; AID 1053197, 2014; Sialate O-acetylesterase (Homo sapiens), Q9HAT2; SIAE FP-Rh probe binding; inhibition, % at 9.66 µM; 370,000 compounds, 0.69% hits;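 active means inhibition above a cutoff: mean of compounds within the control limits plus 3 SD of those, cut at about 17% in these data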;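 further: 0% = plate median of compound wells and 100% = probe without SIAE protein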
KLK7 zymogen act = proKLK7 zymogen activators, primary screen, biochemical, fluorescence intensity; Kallikrein-7 (Homo sapiens), P49862; activation, % at 7 µM; purified proKLK7, EDANS-DABCYL substrate fluorescence; 100% is mature enzyme control, 0% vehicle; 370,000 compounds, 0.9% hits;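 active means activation above the mean of all tested compounds plus 3 SD, computed per campaign excluding outliers beyond control limits, cut at about 13% in these data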
Target sequence (P49862 whole entry, looked up): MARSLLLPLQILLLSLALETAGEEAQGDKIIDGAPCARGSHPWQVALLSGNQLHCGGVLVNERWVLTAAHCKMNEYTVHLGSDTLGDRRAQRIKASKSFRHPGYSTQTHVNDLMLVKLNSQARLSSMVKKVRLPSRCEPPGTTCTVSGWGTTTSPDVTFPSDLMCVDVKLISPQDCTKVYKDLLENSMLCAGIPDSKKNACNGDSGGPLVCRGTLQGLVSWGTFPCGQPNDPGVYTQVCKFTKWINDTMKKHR
UHRF1 binding = UHRF1 methylated DNA binding inhibitors, primary screen, counter-screen for MBD2 inhibitor project, biochemical, TR-FRET, human UHRF1, single concentration; 370,000 compounds, 0.75% hits; inhibition, % at 4.4 µM; UHRF1 binding to methylated oligo; E3 ubiquitin-protein ligase UHRF1 (Homo sapiens), Q96T88; in the data active means inhibition above about 21%;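 further: UHRF1 SRA domain binding a hemimethylated CpG hairpin DNA probe; 0% = median of test compound wells and 100% = reference inhibitor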
TCR CD3 inh = inhibitors of human TCR-CD3 interaction, primary screen, biochemical, fluorescence, TAMRA-labeled TCR probe. T-cell receptor (TCR). inhibition, % at 9.4 µM. 360,000 compounds, 0.37% hits. AID 651800, 2012; in the data active means inhibition above about 19%;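 further: recombinant mutant TCR 2C K166C tagged with TAMRA read by polarization; 0% = receptor in buffer alone and 100% = receptor with positive control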
PRMT1 FP inh = PRMT1 methyltransferase inhibitors, primary screen, biochemical, fluorescence polarization. inhibition, % at 2.79 µM. AID 652257, 2013. 370,000 compounds, 1.3% hits. recombinant PRMT1, activity-based probe fluorescence polarization;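 active means inhibition above about 21% made by adding two undisclosed values, limit read from the data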
DDE Tn6 FP inh = inhibitors of Tn6 peptide binding to fibrin DD(E), primary screen, biochemical, fluorescence polarization, human fibrin, Tn6 probe; Fibrinogen beta chain (Homo sapiens), P02675; Fibrin DD(E) TRITC-Tn6 fluorescence polarization displacement; inhibition, % at 8.3 µM; 370,000 compounds, 0.21% hits;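 active means inhibition above a per-campaign cutoff: mean of compounds within control limits plus 3 SD, cut at about 15% in these data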;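 further: 0% = median of all compound wells on the plate and 100% = blocking peptide control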
TDP2 inh = human TDP2 enzyme inhibitors, primary screen, biochemical, epi absorbance, recombinant enzyme; T5PNP hydrolysis, p-nitrophenol absorbance 415 nm; inhibition, % at 12.8 µM; 370,000 compounds, 0.34% hits; AID 720702, 2013;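 active means inhibition above the mean of all tested compounds plus 3 SD, set per campaign, cut at about 25% in these data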;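 further: 0% = DMSO with enzyme and 100% = buffer with substrate but no TDP2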
Target sequence (O95551 whole entry, looked up): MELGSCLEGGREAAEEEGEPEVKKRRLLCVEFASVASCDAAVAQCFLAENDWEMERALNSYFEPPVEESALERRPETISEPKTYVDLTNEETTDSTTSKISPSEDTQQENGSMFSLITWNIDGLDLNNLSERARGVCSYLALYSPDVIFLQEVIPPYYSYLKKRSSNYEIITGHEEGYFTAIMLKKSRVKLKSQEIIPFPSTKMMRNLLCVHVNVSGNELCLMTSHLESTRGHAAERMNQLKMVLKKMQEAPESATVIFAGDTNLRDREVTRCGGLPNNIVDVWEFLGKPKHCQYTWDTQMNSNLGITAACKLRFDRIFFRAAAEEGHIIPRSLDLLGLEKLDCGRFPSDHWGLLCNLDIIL
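Read-out basis: percent inhibition. System: recombinant human TDP2. Buffer or medium: Mg2+-containing Tris-HCl buffer, pH 7.5. Repeats: single replicate. Timing: reaction 2 h, 37 °C. Benchmarks: high control without enzyme, low control DMSO plus TDP2. Probe or stimulus: 5 mM T5PNP. Doses: 12.8 µM only. Measured by: epi absorbance of p-nitrophenol freed from T5PNP by hydrolysis.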
LEDGF integ inh = blockers of LEDGF/p75-dependent integrase strand transfer – biochemical, TR-FRET, high throughput, primary screen. HIV-1 integrase (with human LEDGF/p75). TR-FRET IN-LEDGF/p75 DNA integration, Eu/Cy5. inhibition, % at 3.7 µM. 370,000 compounds, 0.64% hits. AID 743269, 2014;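 active means inhibition above the screen-wide mean plus 3 SD, cut at about 13% in these data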;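 further: signal is the Cy5 over europium emission ratio at 671 and 618 nm; 0% = plate median of compound wells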
Numbers without * were called inactive.

Screening N#CC1CCN(c2ncccc2[N+](=O)[O-])CC1 returned Tn7 DDE FP 3, MBD2 DNA inh 2, SIAE inh 0, KLK7 zymogen act 0.0, UHRF1 binding -2, TCR CD3 inh 7, PRMT1 FP inh -1, DDE Tn6 FP inh 6, TDP2 inh 8 and LEDGF integ inh -1.
Screening O=C(NCc1ccccc1)c1ccc(F)c(F)c1 returned Tn7 DDE FP 0, MBD2 DNA inh -1, SIAE inh 9, KLK7 zymogen act 0.4, UHRF1 binding 0, TCR CD3 inh 6, PRMT1 FP inh -1, DDE Tn6 FP inh 7, TDP2 inh 13 and LEDGF integ inh 6.
COC(=O)c1ccc2nc(-c3ccccc3)c(Cc3ccccc3C(F)(F)F)n2c1 was read as Tn7 DDE FP 3, MBD2 DNA inh -1, SIAE inh 1, KLK7 zymogen act 0.6, UHRF1 binding 2, TCR CD3 inh -3, PRMT1 FP inh -6, DDE Tn6 FP inh 5, TDP2 inh 1 and LEDGF integ inh 2.
CC(C)NC(=O)CCc1nc2cccnc2n1-c1ccccc1 was read as Tn7 DDE FP 9, MBD2 DNA inh -7, SIAE inh 7, KLK7 zymogen act -0.4, UHRF1 binding -1, TCR CD3 inh -7, PRMT1 FP inh -6, DDE Tn6 FP inh -1, TDP2 inh -12 and LEDGF integ inh 5.
Screening CO[C@H]([C@H](C)/C=C/N(C)C=O)[C@@H](C)C(=O)CC[C@H](C)[C@H](O)[C@H](C)[C@H]1OC(=O)/C=C/C(C)=C/C[C@H](O)C[C@@H]2C=CC[C@@H](C[C@H](OC)C(C)(O)[C@@H](OC)C[C@@H](OC)[C@@H]1C)O2 (stereo partly drawn) returned Tn7 DDE FP -6, MBD2 DNA inh 1, SIAE inh 4, UHRF1 binding -1, PRMT1 FP inh -1, DDE Tn6 FP inh -3, TDP2 inh -13 and LEDGF integ inh 4.
For CCCCN1CC(COCc2ccccc2)Oc2cccc(Oc3ccc(OC)cc3)c2S1(=O)=O (stereo not drawn) the results were Tn7 DDE FP 3, MBD2 DNA inh -1, SIAE inh -6, KLK7 zymogen act -0.4, UHRF1 binding -2, TCR CD3 inh 3, PRMT1 FP inh -2, DDE Tn6 FP inh -7, TDP2 inh -10 and LEDGF integ inh 2.
`c1ccc(CSC2=NCCS2)cc1` gave Tn7 DDE FP 3, MBD2 DNA inh 1, SIAE inh -3, KLK7 zymogen act 0.5, UHRF1 binding 2, TCR CD3 inh 6, PRMT1 FP inh 2, DDE Tn6 FP inh -2, TDP2 inh -5 and LEDGF integ inh -2.
`O=C(Cn1c(=O)n(Cc2ccccc2)c(=O)c2cc(Cl)ccc21)NCC1CCCO1` (stereo not drawn) gave Tn7 DDE FP 3, MBD2 DNA inh -7, SIAE inh 8, KLK7 zymogen act -0.6, UHRF1 binding -2, TCR CD3 inh -7, PRMT1 FP inh 2, DDE Tn6 FP inh 1, TDP2 inh -6 and LEDGF integ inh -3.
N#Cc1nc(COc2ccc(Br)cc2)oc1N1CCN(Cc2ccccc2)CC1 was read as Tn7 DDE FP -2, MBD2 DNA inh -4, SIAE inh -1, KLK7 zymogen act 0.1, UHRF1 binding -1, TCR CD3 inh 8, PRMT1 FP inh -2, DDE Tn6 FP inh 3, TDP2 inh 3 and LEDGF integ inh -1.
`Cc1cccc(N2CCN(C(=O)c3cc4ccccc4oc3=O)CC2)c1C` gave Tn7 DDE FP -9, MBD2 DNA inh -8, SIAE inh -1, KLK7 zymogen act -0.1, UHRF1 binding -1, TCR CD3 inh 5, PRMT1 FP inh -1, DDE Tn6 FP inh 11, TDP2 inh -13 and LEDGF integ inh 1.
CCOC(=O)N1CCC(N(CCN(C)C)C(=S)Nc2ccccc2OCC)CC1 was read as Tn7 DDE FP 4, MBD2 DNA inh -2, SIAE inh -11, KLK7 zymogen act 0.1, UHRF1 binding -1, TCR CD3 inh 0, PRMT1 FP inh 0, DDE Tn6 FP inh 7, TDP2 inh -7 and LEDGF integ inh -1.
For CCCCCCCCC(=O)N/N=C(\C)c1ccc(O)cc1O the results were Tn7 DDE FP -1, MBD2 DNA inh -3, SIAE inh 0, KLK7 zymogen act -0.3, UHRF1 binding -3, TCR CD3 inh 5, PRMT1 FP inh -4, DDE Tn6 FP inh 2, TDP2 inh -7 and LEDGF integ inh 2.
For COC(=O)C1=C(C)NC(=O)/C1=C\c1cc(C)n(-c2ccccc2)c1C the results were Tn7 DDE FP 4, MBD2 DNA inh -7, SIAE inh 6, KLK7 zymogen act 1.8, UHRF1 binding 5, TCR CD3 inh -3, PRMT1 FP inh 2, DDE Tn6 FP inh -1, TDP2 inh 5 and LEDGF integ inh 4.
For O=C(CCc1c[nH]c2ccccc12)OCC(=O)N1CCN(S(=O)(=O)c2ccccc2)CC1 the results were Tn7 DDE FP 0, MBD2 DNA inh -4, SIAE inh 6, KLK7 zymogen act -0.2, UHRF1 binding -1, TCR CD3 inh 0, PRMT1 FP inh -4, DDE Tn6 FP inh -5, TDP2 inh 9 and LEDGF integ inh 4.
CCc1ccc2c(c1)/C(=C/C(=O)c1cccs1)C(=O)N2 was read as Tn7 DDE FP 3, MBD2 DNA inh 0, SIAE inh 11, KLK7 zymogen act 0.1, UHRF1 binding -3, TCR CD3 inh 6, PRMT1 FP inh 11, DDE Tn6 FP inh -5, TDP2 inh -6 and LEDGF integ inh -3.
Screening COC(=O)c1cc(C(=O)c2cc(Br)ccc2O)coc1=N returned Tn7 DDE FP 5, MBD2 DNA inh 9, SIAE inh -8, KLK7 zymogen act -0.9, UHRF1 binding 0, TCR CD3 inh -6, PRMT1 FP inh 4, DDE Tn6 FP inh -4, TDP2 inh -4 and LEDGF integ inh -5.
`CC(C)CC(=O)NC1(C(F)(F)F)NC(=O)N(c2ccccc2)C1=O` (stereo not drawn) gave Tn7 DDE FP 4, MBD2 DNA inh -5, SIAE inh 6, KLK7 zymogen act 0.8, UHRF1 binding -2, TCR CD3 inh -5, PRMT1 FP inh 0, DDE Tn6 FP inh -3, TDP2 inh 6 and LEDGF integ inh -1.
For NC(=O)C1CCN(C(=O)COc2cccc3cccnc23)CC1 the results were Tn7 DDE FP -2, MBD2 DNA inh -6, SIAE inh 4, KLK7 zymogen act 0.5, UHRF1 binding -2, TCR CD3 inh 8, PRMT1 FP inh 3, DDE Tn6 FP inh -3, TDP2 inh 1 and LEDGF integ inh 0.
Screening COc1cccc(CNC(=O)c2cccc(S(=O)(=O)N3CCN(C)CC3)c2)c1 returned Tn7 DDE FP 2, MBD2 DNA inh 0, SIAE inh 2, KLK7 zymogen act 0.5, UHRF1 binding 3, TCR CD3 inh -4, PRMT1 FP inh 3, DDE Tn6 FP inh 0, TDP2 inh -10 and LEDGF integ inh -3.
Screening Cc1cccc(C)c1NC(=O)COC(=O)c1ccccc1O returned Tn7 DDE FP 1, MBD2 DNA inh -6, SIAE inh 2, KLK7 zymogen act 2.8, UHRF1 binding -2, TCR CD3 inh -3, PRMT1 FP inh 1, DDE Tn6 FP inh 4, TDP2 inh 3 and LEDGF integ inh -1.

2 entries picked at random from the list so far:
Screening COc1cccc(CNC(=O)c2cccc(S(=O)(=O)N3CCN(C)CC3)c2)c1 returned Tn7 DDE FP 2, MBD2 DNA inh 0, SIAE inh 2, KLK7 zymogen act 0.5, UHRF1 binding 3, TCR CD3 inh -4, PRMT1 FP inh 3, DDE Tn6 FP inh 0, TDP2 inh -10 and LEDGF integ inh -3.
Screening O=C(NCc1ccccc1)c1ccc(F)c(F)c1 returned Tn7 DDE FP 0, MBD2 DNA inh -1, SIAE inh 9, KLK7 zymogen act 0.4, UHRF1 binding 0, TCR CD3 inh 6, PRMT1 FP inh -1, DDE Tn6 FP inh 7, TDP2 inh 13 and LEDGF integ inh 6.

Next section:
Screening NC(=O)CC(NC(=O)c1ccccc1)c1ccc(N2CCN(c3ccccn3)CC2)c([N+](=O)[O-])c1 (stereo not drawn) returned Tn7 DDE FP -1, MBD2 DNA inh 0, SIAE inh 4, KLK7 zymogen act 0.0, UHRF1 binding -1, TCR CD3 inh -5, PRMT1 FP inh 0, DDE Tn6 FP inh -5, TDP2 inh 5 and LEDGF integ inh 1.
For COCCn1ccc2c(OCC(=O)NCc3ccc(C)cc3)cccc2c1=O the results were Tn7 DDE FP 4, MBD2 DNA inh 1, SIAE inh 1, KLK7 zymogen act 0.0, UHRF1 binding 2, TCR CD3 inh 1, PRMT1 FP inh -2, DDE Tn6 FP inh 2, TDP2 inh 6 and LEDGF integ inh -4.
For Cc1nc2ccc(NC(=O)c3cc(S(=O)(=O)N4CCOCC4)ccc3C)cc2s1 the results were Tn7 DDE FP -8, MBD2 DNA inh 3, SIAE inh -5, KLK7 zymogen act -0.6, UHRF1 binding 1, TCR CD3 inh 5, PRMT1 FP inh 0, DDE Tn6 FP inh 6, TDP2 inh 2 and LEDGF integ inh 0.
O=C(c1ccc(F)cc1)C1CCN(C(=O)c2ccncc2)CC1 was read as Tn7 DDE FP 3, MBD2 DNA inh -6, SIAE inh -3, KLK7 zymogen act 0.1, UHRF1 binding 80*, TCR CD3 inh -1, PRMT1 FP inh 0, DDE Tn6 FP inh -2, TDP2 inh 7 and LEDGF integ inh 0.
`O=C(NCc1cccc(F)c1F)C1CCC(=O)N(C2CCCCCC2)C1` (stereo not drawn) gave Tn7 DDE FP 2, MBD2 DNA inh -7, SIAE inh 7, KLK7 zymogen act 0.4, UHRF1 binding -3, TCR CD3 inh -8, PRMT1 FP inh -6, DDE Tn6 FP inh -5, TDP2 inh -9 and LEDGF integ inh 3.
Screening CCN(CC)c1ccc(S(=O)(=O)N2CCOCC2)cc1NC(=O)COC(=O)/C=C/c1ccc(O)c(OC)c1 returned Tn7 DDE FP 8, MBD2 DNA inh -1, SIAE inh -7, KLK7 zymogen act -2.2, UHRF1 binding -2, TCR CD3 inh 0, PRMT1 FP inh -3, DDE Tn6 FP inh 0, TDP2 inh -9 and LEDGF integ inh 0.
`CCCc1nc(SCC(=O)N2c3ccccc3CC2C)c2c(C)c(C)sc2n1` (stereo not drawn) gave Tn7 DDE FP -1, MBD2 DNA inh -5, SIAE inh 1, KLK7 zymogen act 0.9, UHRF1 binding 1, TCR CD3 inh 5, PRMT1 FP inh -2, DDE Tn6 FP inh -2, TDP2 inh 4 and LEDGF integ inh -1.
